Rac1 GTP hydrolysis = MgcRacGAP GTPase-activating activity inhibitors, confirmation, biochemical, ADP Hunter fluorescence; one-dose inhibition, % at 30 µM; IC50 in µM for titrated hits; 340,000 tested, 0.6% active; MgcRacGAP-stimulated Rac1 GTP hydrolysis, ADP Hunter fluorescence; higher % means a stronger effect; GST-tagged Rac1 F28L mutant substrate;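 active = first-screen hits whose inhibition reached a set limit at any dose in the follow-up dose series; inconclusive = inhibition above the set first-screen limit but never retested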;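 note: fluorescence reports GDP produced by GAP-driven GTP hydrolysis; strong numbers were not always called active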
NS5 inhibitors = Dengue-2 NS5 methyltransferase inhibitors, primary screen, biochemical, confirmation dose response (AID 588689); Dengue-2 NS5 methyltransferase capping enzyme assay, biochemical; higher % means a stronger effect; inhibition, % at 25 µM, or IC50 in µM where a hit was titrated; 340,000 tested, 0.3% active; in the data active = a potency from the dose series; inconclusive = inhibition above about 29% without an active follow-up result
NS5 inhibitors pilot replicate = also measured in NS5 inhibitors; calls as there; inhibition, %; measured here: pilot screen replicate inhibition
* hit, by the source's call; ? = inconclusive.

SMILES	Rac1 GTP hydrolysis	NS5 inhibitors	others
CC1CC1C(=O)Nc1ccc(S(=O)(=O)N2CCCCC2)cc1 (stereo not drawn)	6.0%	2.2%
CCCCN1CC(COCc2ccccc2)Oc2cccc(N3CCCC3)c2S1(=O)=O (stereo not drawn)	7.4%	-1.9%
N#Cc1ccc(C(=O)NNC(=O)c2cccc(S(=O)(=O)N3CCOCC3)c2)cc1	0.5%	0.0%
CCc1cccc(CC)c1-n1c(SCC(=O)N2CCc3ccccc32)nc(O)cc1=O	1.8%	-3.2%
CN(C(=O)c1cccc(NC(=O)Cc2ccc(NC(=O)C3CCCN(C(=O)c4ccccc4)C3)cc2)c1)C1CCCCC1 (stereo not drawn)	7.4%	-7.8%
CSc1ccccc1NC(=O)COC(=O)CCC(=O)c1ccc(F)cc1	-3.8%	-1.6%
CCOC(=O)c1ccc(NC(=O)Nc2nncs2)cc1	9.8%	-3.5%
COc1ccc(S(=O)(=O)N(C)C[C@H]2OCCCC[C@H](C)Oc3ccc(NC(=O)Nc4ccc(F)cc4)cc3C(=O)N([C@H](C)CO)C[C@H]2C)cc1	13.0%	-8.8%
O=S(=O)(Nc1ccccc1)N1CCCCC1	-0.1%	3.2%
O=C(CCNC(=O)c1ccc([N+](=O)[O-])cc1)Nc1cc(C(F)(F)F)ccc1N1CCOCC1	8.6%	3.5%
N#CC1(NC(=O)CSc2nc3ccccc3o2)CCCCC1	1.6%	6.4%
CCN(CC)C(=O)[C@H]1CC(CC(=O)NCCC2=CCCCC2)C(=O)N2CCc3c([nH]c4ccc(OC)cc34)[C@]12C (stereo partly drawn)	8.1%	-0.7%
CC1CN(S(=O)(=O)c2ccc(C(=O)Nc3ccccc3F)cc2)CC(C)O1 (stereo not drawn)	1.8%	0.0%
Cc1cc(Br)ccc1Nc1nc(N)nc(N)c1N=O	2.4%	9.7%
C[C@@H]1CN([C@H](C)CO)C(=O)c2cc(Br)cnc2O[C@H]1CN(C)C(=O)Nc1ccccc1F	15.0%	-6.8%
C[C@H](CO)N1C[C@H](C)[C@@H](CN(C)C(=O)CC2CC2)Oc2cc(Br)ccc2S1(=O)=O	20.0%	-4.5%
O=c1cn[nH]c2ccc(Br)cc12	-4.3%	2.4%
CN1C[C@H]2CON(C)[C@H]2C[C@H]1c1cccc(-c2ccc(C#N)cc2)c1	7.6%	0.7%	NS5 inhibitors pilot replicate=1.2
CCN(CC)C(=O)C1=C(C)N(Cc2ccc(C(C)(C)C)cc2)C(=O)C(CC(=O)NCCCCc2ccccc2)C1 (stereo not drawn)	14.0%	-2.3%
CC(C)N(Cc1ccccc1)C(=O)COC(=O)c1cc(S(=O)(=O)N(C)C)ccc1N1CCCC1	2.1%	-2.3%
Nc1ccc2c(Cl)cc(Cl)cc2c1	8.0%	2.3%
Cc1ccc(CNC(=O)[C@]2(C)CCC[C@@]3(C)C4CC[C@@]5(C)C[C@]4(CCC32)CC5=O)cc1 (stereo partly drawn)	6.4%	-3.2%
CC1NC(=O)c2cc3ccccc3cc2-n2c1nc1ccccc1c2=O (stereo not drawn)	20.8%	5.5%
CN(C(=O)COC(=O)c1cc([N+](=O)[O-])ccc1N1CCOCC1)C1CCCCC1	12.6%	-1.6%
Cc1ccc(S(=O)(=O)N2C[C@@H](C)[C@]3(C2)[C@H](O)[C@H](OC(=O)NC2CCCC2)C[C@H]2C(=O)N(c4ccccc4)C(=O)[C@H]23)cc1	15.8%	0.6%
CCOc1ccccc1N(CC(=O)NCCc1ccc(OC)cc1)S(=O)(=O)c1ccc(C)cc1	8.4%	2.3%
CN(CC(=O)NCCc1ccccc1)CC(=O)Nc1cccc(F)c1	7.3%	3.6%
NC(=O)NC[C@@H]1CC[C@@H](Cc2ccc(-c3ccccc3)cc2)O1	4.8%	-1.0%	NS5 inhibitors pilot replicate=0.9
O=C1NC(c2ccccc2)N=C2Oc3ccccc3C=C12 (stereo not drawn)	0.1%	-15.4%
S=c1[nH]c2nc(Cl)c(Cl)nc2[nH]1	11.1%	-6.8%
CCC1([N+](=O)[O-])COC(c2ccc(OC)cc2)OC1 (stereo not drawn)	3.8%	-3.9%
COc1c2c(cc3oc(CO[C@@H]4O[C@H](CO)[C@@H](O)[C@H](O)[C@H]4O)cc(=O)c13)O[C@H](C(C)(C)O)C2	5.3%	-2.8%
CCCCN(C(=O)c1cccs1)c1c(N)n(Cc2ccccc2)c(=O)[nH]c1=O	4.4%	1.9%
CCC(C)[C@H](NS(=O)(=O)c1ccc(F)cc1Br)C(=O)OC (stereo partly drawn)	9.2%	-3.3%
O=C(COC(=O)COc1ccccc1)Nc1ccc(Br)cc1Br	-0.6%	5.4%
CC(=O)N1CCOc2ccc(S(=O)(=O)NC[C@H]3O[C@@H](n4ccc(N)nc4=O)[C@H](O)[C@@H]3O)cc21	9.3%	-2.2%
N#CCSc1ccccc1NC(=O)COC(=O)C1CCN(C(=O)c2ccc(Cl)cc2)CC1	14.1%	0.0%
O=C(CCC(C(=O)O)N1C(=O)c2ccccc2C1=O)Nc1ccccc1 (stereo not drawn)	1.5%	5.4%
CC1CN(C(=O)c2ccccc2NS(=O)(=O)c2ccc(Cl)cc2)CC(C)O1 (stereo not drawn)	3.9%	-0.8%
COc1ccc(C(=O)NCC(=O)Nc2cccc(S(=O)(=O)N3CCCC3)c2)cc1	5.9%	-9.9%
O=C1C=CC(=O)N1c1ccc(-c2nc3ccccc3o2)cc1	2.8%	-27.4%
COc1ccc(NC(=O)CCC(=O)c2ccc(F)cc2)cc1	2.8%	-3.2%
O=C(O)c1ccc(CNC(=O)c2ccc(S(=O)(=O)N3CCCC3)cc2)cc1	3.3%	4.0%
N#Cc1ccccc1S(=O)(=O)N1CCN(Cc2cc3c(cc2Br)OCCO3)CC1	10.2%	1.1%
O=C(NNC(=O)c1cc(-c2ccc(Br)cc2)nc2ccccc12)c1csc(N2CCOCC2)n1	2.7%	-9.8%
CC1CCCCC1NC(=O)COC(=O)c1ccc2c(=O)n3c(nc2c1)CCC3 (stereo not drawn)	8.1%	-4.4%
COC(=O)c1ccc(CCc2cc(O)ccc2O)cc1	?	3.9%
CN(CCc1ccccc1)C(=O)c1cccc(NC(=O)Cc2cccc(NC(=O)C3CCN(C(=O)C4CC4)CC3)c2)c1	9.1%	-5.9%
Cn1c(COc2ccccc2)nnc1SCC(=O)Nc1nnc(C2CC2)s1	5.3%	-10.9%
Cc1ccc2c(CC(=O)N3CCN(S(=O)(=O)c4ccccc4)CC3)coc2c1	5.1%	-1.4%
CCCn1c(C)cc(C(=O)COC(=O)c2cc(=O)[nH]c3ccccc23)c1C	18.3%	-5.0%
Cc1noc(NS(=O)(=O)c2ccc(NC(=O)c3cc4ccccc4o3)cc2)c1C	6.0%	-4.6%
O=C(COc1ccc([N+](=O)[O-])cc1Cl)N1CCc2ccccc21	4.0%	-2.3%
CC(C)n1ncc2c(C(=O)NCc3cccnc3)cc(C3CC3)nc21	-0.1%	-0.7%
Cc1ccc(C(=O)OCC(=O)NC(C)c2ccccc2)s1 (stereo not drawn)	1.3%	11.2%
CCN(C[C@H]1N[C@@](C)(C(=O)OC)[C@H]2C(=O)N(Cc3ccccc3)C(=O)[C@@H]12)C(=O)C1CCCCC1	-1.4%	-8.3%	NS5 inhibitors pilot replicate=-4.2
COc1ccc(C(=O)c2ccc(OC)c(OC)c2OC)cc1	-0.2%	-2.3%
C=CCN1C(c2cccc(C(F)(F)F)c2)=CS/C1=C(\C#N)c1nnc(N2CCOCC2)n1-c1ccccc1	-24.4%	8.2%
CC(C)N1CC2(CC(c3ccccc3F)=NO2)CN1C(=O)c1ccc(C(C)(C)C)cc1 (stereo not drawn)	3.9%	-7.0%
COc1ccc(S(=O)(=O)Nc2cccc3c2O[C@H](CN(C)S(=O)(=O)c2cn(C)cn2)[C@@H](C)CN([C@H](C)CO)C3=O)cc1	10.1%	0.0%

Carrying on.
SMILES	Rac1 GTP hydrolysis	NS5 inhibitors	others
COC(=O)c1c(C)[nH]c(C(=O)OCC(=O)c2c(N)n(CC(C)C)c(=O)n(C)c2=O)c1C	11.4%	-8.0%
Cn1c(N)c(C(=O)COC(=O)Cc2ccc(Cl)cc2)c(=O)n(C)c1=O	0.6%	2.9%
CCOC(=O)c1cc([N+](=O)[O-])cc([N+](=O)[O-])c1Sc1ncnc2nc[nH]c12	2.6%	22.4%
CNc1ncnc(NC)c1[N+](=O)[O-]	3.1%	0.8%
Fc1ccc(-c2nnc(-c3ccc4ccccc4c3)o2)cc1	2.7%	-6.6%
O=C(CC1Sc2ccccc2NC1=O)NNc1cccc(Cl)c1Cl (stereo not drawn)	6.9%	-2.3%
CN(C(=O)c1ccc(NC(=O)Cc2ccc(NC(=O)C3CCN(C(=O)c4ccccc4)CC3)cc2)cc1)C1CCCC1	8.7%	-8.6%	NS5 inhibitors pilot replicate=-4.6
CN(Cc1ccccc1)C(=O)COC(=O)c1cc2ccccc2oc1=O	3.5%	-0.7%
CN(C)C(=O)c1ccc(NC(=O)COc2cccc3c2OC(C)(C)C3)cc1	4.8%	2.9%
CC(=O)c1ccc(OCC(=O)NCCC2=CCCCC2)cc1	2.2%	-8.8%
CCCCN1C(=O)C(CC(=O)NC2CCCC2)CC(C(=O)N(C(C)C)C(C)C)=C1C (stereo not drawn)	3.6%	-3.3%
CCOC(=O)CCCCC1C(CCCC(=O)OCC)C=NN1C (stereo not drawn)	-4.1%	-13.7%
CCN(C[C@H]1N[C@@](CC)(C(=O)OC)[C@H]2C(=O)N(Cc3ccccc3)C(=O)[C@@H]12)S(=O)(=O)c1ccc(OC)cc1	-8.3%	0.7%
COc1ccc(C(=O)c2nccc3cc(OC)c(OC)cc23)cc1OC	8.4%	-1.1%
COc1ccc(CN(C)C(=O)C(Cc2ccccc2)NC(=O)c2ccccc2)c(OC)c1OC (stereo not drawn)	17.0%	-1.1%
ON(CCc1ccncc1)Cc1ccccc1	0.7%	0.4%
O=C(COC(=O)/C=C/c1ccccc1)NCc1ccc2c(c1)OCO2	-0.1%	-4.4%
CCN1C(=O)/C(=C/c2cn(-c3ccccc3)nc2-c2cccnc2)SC1=S	1.7%	?
Cc1ccc(NC(=O)Nc2nc3ccc(S(C)(=O)=O)cc3s2)cc1	5.3%	-6.6%
CC(=NNC(=S)Nc1cccc(Cl)c1)c1ccccn1	2.4%	-1.6%
CC1=C(C(=O)N(C)C)CC(CC(=O)NC(c2ccccc2)c2ccccc2)C(=O)N1Cc1ccc(C(C)(C)C)cc1 (stereo not drawn)	21.7%	6.2%
Cc1cccc(C)c1NC(=O)CN1CCN(C(=O)c2cc(C3CC3)nn2-c2ccccc2)CC1	8.8%	-3.3%
O=C(NCC(=O)N1CC=C(c2ccccc2)CC1)c1ccc(F)cc1	1.6%	0.8%
CC(=O)C(C(c1ccccc1)N1CCOCC1)N1CCOCC1 (stereo not drawn)	0.4%	-0.4%
CC(=O)OCC(=O)C1(O)CCC2C3CC(F)C4=CC(=O)CCC4(C)C3C(=O)CC21C (stereo not drawn)	3.4%	2.7%
CCN1C(=O)[C@H]2[C@@H](c3ccc(OC)cc3)N[C@]3(CCCN(Cc4ccc(C(F)(F)F)cc4)C3=O)[C@H]2C1=O	6.1%	0.0%
CC1CC(NC(=S)N(C)C)CC(C)(C)C1 (stereo not drawn)	7.3%	-5.8%
CC1(c2nc3ccccc3cc2C#N)OCCO1	11.0%	1.7%
CCC(C)C(=O)C(=O)N1CCC(n2nccc2NC(=O)CCOc2ccccc2)CC1 (stereo not drawn)	14.4%	-2.9%
CCCCNC(=O)C(=O)Nc1ccc2c(c1)N(S(=O)(=O)c1cccs1)CCC2	2.3%	0.6%
O=C(COC(=O)C1CCC1)Nc1ccc(Cl)cn1	3.6%	-1.2%
COc1ccc(S(=O)(=O)Oc2ccccc2C(N)=O)cc1	-1.0%	5.8%

12 neighbouring entries out of the list so far, quoted:
SMILES	Rac1 GTP hydrolysis	NS5 inhibitors	others
Cc1ccc(NC(=O)Nc2nc3ccc(S(C)(=O)=O)cc3s2)cc1	5.3%	-6.6%
CC(=NNC(=S)Nc1cccc(Cl)c1)c1ccccn1	2.4%	-1.6%
CC1=C(C(=O)N(C)C)CC(CC(=O)NC(c2ccccc2)c2ccccc2)C(=O)N1Cc1ccc(C(C)(C)C)cc1 (stereo not drawn)	21.7%	6.2%
Cc1cccc(C)c1NC(=O)CN1CCN(C(=O)c2cc(C3CC3)nn2-c2ccccc2)CC1	8.8%	-3.3%
O=C(NCC(=O)N1CC=C(c2ccccc2)CC1)c1ccc(F)cc1	1.6%	0.8%
CC(=O)C(C(c1ccccc1)N1CCOCC1)N1CCOCC1 (stereo not drawn)	0.4%	-0.4%
CC(=O)OCC(=O)C1(O)CCC2C3CC(F)C4=CC(=O)CCC4(C)C3C(=O)CC21C (stereo not drawn)	3.4%	2.7%
CCN1C(=O)[C@H]2[C@@H](c3ccc(OC)cc3)N[C@]3(CCCN(Cc4ccc(C(F)(F)F)cc4)C3=O)[C@H]2C1=O	6.1%	0.0%
CC1CC(NC(=S)N(C)C)CC(C)(C)C1 (stereo not drawn)	7.3%	-5.8%
CC1(c2nc3ccccc3cc2C#N)OCCO1	11.0%	1.7%
CCC(C)C(=O)C(=O)N1CCC(n2nccc2NC(=O)CCOc2ccccc2)CC1 (stereo not drawn)	14.4%	-2.9%
CCCCNC(=O)C(=O)Nc1ccc2c(c1)N(S(=O)(=O)c1cccs1)CCC2	2.3%	0.6%

Bioassay records from PubChem.

These rows are one share of the data (hit frequency here may not be typical).
